# Source: PubChem
# ARNT-TACC3 inh = ARNT/TACC3 interaction disruption | Q9Y6A5 | AlphaScreen His-ARNT PAS-B/GST-TACC3 binding, luminescence; TACC3 fragment carries E629A point mutation | inhibition, % at 9.99 µM | actives 0.66% (n = 390,000) | AID 623870;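 active = mean inhibition of replicates at least 50% and at least half of replicates each reaching 50%; inconclusive = half or more replicates reach 50% but mean below 50%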;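 note: 0% = complete ARNT plus TACC3 wells and 100% = ARNT alone without TACC3; many hits fall short of the cut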
# Statin myotox sup = suppression of simvastatin myotoxicity. C2C12 myotubes + simvastatin, ATP luminescence, 48 h; scaled: DMSO 0, geranylgeraniol control 100. rescue of ATP level, % at 7.49 µM. actives 0.78% (n = 330,000);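 active = mean ATP rescue above about 67%, or every replicate alone reaching that limit, limit read from the data, passing the limit was not always enough; inconclusive = no clear call, values can overlap the other calls; inactive = mean under the limit and some replicate under it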;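 note: myotubes were challenged with 10 µM simvastatin during compound exposure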
# esBAF inh = SWI/SNF esBAF complex inhibition; mouse ES cells, Bmi1-luciferase knock-in reporter, 24 h; 100% = twice the neutral-well signal; reporter increase, % at 12.5 µM; actives 2% (n = 350,000); AID 602393; in the data active = activation above about 40%; inconclusive = no clear call, values can overlap the other calls;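 note: 0% = median of the plate's neutral control wells and 100% = double that signal; a rise in the Bmi1 reporter signal indicates esBAF inhibition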
# ERp5 inh = inhibitors of human ERp5. actives 0.05% (n = 350,000). inhibition, % at 9.99 µM. Q15084. ERp5 insulin aggregation, absorbance 650 nm, 90 min;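 active = mean replicate inhibition above about 25%, with every replicate also reaching it, limit read from the data, passing the limit was not always enough; inconclusive = only one of those two criteria met; inactive = neither criterion met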
# Target sequence (Q15084 whole entry, looked up): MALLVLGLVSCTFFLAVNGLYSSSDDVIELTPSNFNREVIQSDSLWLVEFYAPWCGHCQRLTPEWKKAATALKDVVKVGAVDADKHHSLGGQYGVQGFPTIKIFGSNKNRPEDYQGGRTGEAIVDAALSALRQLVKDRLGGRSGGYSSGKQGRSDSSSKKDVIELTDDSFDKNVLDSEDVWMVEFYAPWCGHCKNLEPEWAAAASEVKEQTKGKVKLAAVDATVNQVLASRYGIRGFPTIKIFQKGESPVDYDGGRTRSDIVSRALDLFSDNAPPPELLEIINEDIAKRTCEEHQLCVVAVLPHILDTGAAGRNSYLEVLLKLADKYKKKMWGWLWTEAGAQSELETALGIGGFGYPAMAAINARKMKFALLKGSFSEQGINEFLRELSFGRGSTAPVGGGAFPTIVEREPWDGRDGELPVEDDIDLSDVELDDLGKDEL
# miR122 inh = miR-122 inhibition in Huh7 cells | actives 0.3% (n = 340,000) | AID 602342 | activation (reporter increase), % at 12.5 µM | Huh7 miR-122 Renilla luciferase sensor, 48 h; neutral wells = 0, positive control = 100;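 active = mean replicate activation score at least 90 and every replicate individually at or above 90; inconclusive = only one of the two criteria met; inactive = neither criterion met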;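 note: higher luciferase means less miR-122 activity so hits act as miR-122 inhibitors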
# SIRT5 inh = blocks human SIRT5 desuccinylation of peptide | Q9NXA8 | Purified SirT5, succinyl-peptide AMC, trypsin-coupled fluorescence | inhibition, % at 15 µM | actives 1.1% (n = 330,000) | AID 652115; in the data active = inhibition above about 15%; inconclusive = no clear call, values can overlap the other calls
# Target sequence (Q9NXA8 whole entry, looked up): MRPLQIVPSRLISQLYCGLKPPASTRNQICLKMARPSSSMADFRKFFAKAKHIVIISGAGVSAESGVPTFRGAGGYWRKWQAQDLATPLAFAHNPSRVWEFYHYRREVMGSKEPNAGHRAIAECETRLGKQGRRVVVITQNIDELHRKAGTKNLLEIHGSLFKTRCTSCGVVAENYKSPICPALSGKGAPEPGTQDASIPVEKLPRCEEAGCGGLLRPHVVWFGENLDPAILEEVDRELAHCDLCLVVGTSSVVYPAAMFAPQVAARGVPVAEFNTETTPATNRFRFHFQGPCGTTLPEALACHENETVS
# Cneo AK release = causes C. neoformans cell lysis; adenylate kinase release luminescence, 4 h; normalised: neutral wells 0, clomiphene wells 100; lysis activity, % at 15 µM; actives 0.2% (n = 360,000); AID 651654;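 active = mean lysis activity across replicates of at least 80%, whatever share of replicates individually reach that level; inactive = mean lysis activity below 80%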
#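 Schedule: static 4 h at 37 °C with compound, 1 h detection; system: C. neoformans cells; benchmarks: Clomiphene as positive control; buffer or medium: fresh YPD medium; measure: luminescence rise reflecting yeast cell lysis; measured by: luminescent adenylate kinase detection reagent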
# * hit, by the source's call; ? = inconclusive; · = no result given; & = joins results of further samples; [ ] = another dose, or the depositor's remark.
# Values in the order – ARNT-TACC3 inh	Statin myotox sup	esBAF inh	ERp5 inh	miR122 inh	SIRT5 inh	Cneo AK release
[1] Cc1ccc(C(=O)NCCOC23CC4CC(CC(C4)C2)C3)cc1
    -2	-4	12	1	3	3	-1
[2] CCOC(=O)Cn1c(=O)n(Cc2ccccc2)c(=O)c2cccnc21
    -11	-1	1	2	-3	-6	-1
[3] N#Cc1c(/N=C/c2ccc(Br)s2)sc2c1CCC2
    -5	-2	32	·	-2	·	1
[4] Cc1cc2[nH]c(=O)c(=O)[nH]c2cc1S(=O)(=O)N1CCN(c2ccccc2F)CC1
    -3	0	5	-9	-3	-1	0
[5] CN1C(=O)C(O)(CC(=O)/C=C\c2ccc3c(c2)OCO3)c2ccccc21 (stereo unspecified)
    ·	·	·	?	0	-2	7
[6] CCCC#Cc1cnc2c(c1)C(=O)N([C@H](C)CO)C[C@H](C)[C@H](CN(C)C(=O)c1cccnc1)O2
    -11	13	8	-3	-8[16.7 µM]	-11	-2
[7] O=C1C2CCCN2C(c2cccs2)N1c1ccc(Cl)cc1 (stereo unspecified)
    ·	-2	-14	·	9	·	1
[8] Cc1noc(C)c1COc1ccc(C(=O)NCc2cccs2)cc1
    -12	3	-4	6	-1	-4	-1
[9] Cc1ccccc1C(=O)O/N=C(\N)c1cccc([N+](=O)[O-])c1
    6	·	·	·	1	·	-1
[10] CCOC(=O)COc1cccc2c(=O)n(CC(N)=O)ccc12
    -3	6	-4	8	-7	-6	-2
[11] CCc1nc2ccc(C(=O)NCCN3CCCC3)cn2c1N(C)Cc1ccc(OC)cc1
    ·	-5	-1	11	-5	-2	1
[12] CCOCCn1c(CN2CCCCC2C)nc2c1c(=O)n(C)c(=O)n2C (stereo unspecified)
    -3	-4	-4	2	-1	1	2
[13] COCC#Cc1ccc2c(c1)O[C@@H](CN(C)C(=O)Nc1ccccc1F)[C@@H](C)CN([C@H](C)CO)S2(=O)=O
    19	16	-1	1	28[16.7 µM]	0	0
[14] COc1cccc(C#Cc2cnc3c(c2)C(=O)N([C@@H](C)CO)C[C@H](C)[C@H](CN(C)C(=O)C2CC2)O3)c1
    -6	49	-6	2	-6[16.7 µM]	-6	-7
[15] CN(C)c1nc(NCc2ccccc2)nc(SCC(=O)Nc2ccc(Cl)c(Cl)c2)n1
    -2	-5	-2	·	5	·	20
[16] CC(=O)N1CCN(C(=S)NC(=O)c2c(-c3ccccc3Cl)noc2C)CC1
    -2	·	·	3	·	1	·
[17] C[C@@H]1CCCCO[C@@H](CN(C)Cc2ccncc2)[C@@H](C)CN([C@@H](C)CO)C(=O)c2cc(NC(=O)c3ccncc3)ccc2O1
    -33	·	·	-1	-1[16.7 µM]	3	89*
[18] COc1cc(Cl)ccc1OCc1cc(C(=O)N(C)CCc2cnn(C)c2)no1
    -7	5	88*	6	7	7	6
[19] Cc1cc2nc(CO)[nH]c2cc1C
    -6	13	9	-1	·	-3	2
[20] COc1ccc(NC(=O)N(C)C[C@@H]2Oc3ccc(NS(=O)(=O)c4ccccc4)cc3C(=O)N([C@H](C)CO)C[C@H]2C)cc1
    -2	·	-2	-7	-3[16.7 µM]	0	0
[21] CC(C)c1cn(CC[C@H]2CC[C@@H](NS(=O)(=O)Cc3ccccc3)[C@@H](CO)O2)nn1
    -13	1	1	-1	9[16.7 µM]	0	3
[22] Cc1cc(/C=N/NC(=O)c2cccs2)c(C)n1-c1ccccc1
    1	-5	-24	·	-4	·	-5
[23] COc1cc2cc(CN(CCCN3CCOCC3)Cc3nnnn3Cc3ccccc3)c(=O)[nH]c2cc1OC
    16	·	·	1	·	-1	·
[24] Nc1cccc(-c2cccc3nncn23)c1
    ·	0	1	4	-15	2	0
[25] CC(C)NC(=O)N1[C@@H]2CN(C(=O)Nc3ccccc3)c3ccccc3[C@@H]2[C@@H]1CO
    1	13	23	-1	40[16.7 µM]	-1	-4
[26] CCOc1ccc(-c2cc(C(=O)NCCCN3CCN(CC)CC3)c3ccccc3n2)cc1
    -5	0	-12	·	-1	·	·
[27] CCCCc1nc(S(=O)(=O)c2ccc(Cl)cc2)c(N2CCOCC2)o1
    6	0	-11	·	-3	·	2
[28] CCOC(=O)C1(Cc2ccccc2)CCCN(S(=O)(=O)N(C)C)C1 (stereo unspecified)
    ·	2	5	-1	7	6	-2
[29] COC(=O)c1ccc(CN(c2ccccc2OC)S(=O)(=O)c2cccs2)o1
    -9	·	7	·	-2	·	-1
[30] Cc1ccc(SCC2=NNC(=O)C2)cc1
    5	0	-3	·	-4	·	2

# (listing goes on)
# Values in the order – ARNT-TACC3 inh	Statin myotox sup	esBAF inh	ERp5 inh	miR122 inh	SIRT5 inh	Cneo AK release
[31] O=C(NCc1cccs1)c1csc([C@@H]2C[C@H](O)[C@@H](CO)O2)n1
    ·	0	4	2	-2	-24	-1
[32] C[C@H](CO)N1C[C@H](C)[C@@H](CN(C)S(=O)(=O)c2ccccc2)Oc2c(NS(=O)(=O)c3ccccc3)cccc2C1=O
    -14&-8	-24&-23	4&16	11&10	0[16.7 µM]	-2	-2&9
[33] CO[C@@H]1CN(C)C(=O)c2cc(NC(=O)c3cnccn3)ccc2OC[C@@H](C)N(CCc2ccccc2)C[C@@H]1C
    -5	-3	4	4	·	·	2
[34] C[C@@H]1CN([C@@H](C)CO)C(=O)c2cc(NC(=O)c3ccccc3)ccc2O[C@@H](C)CCCCO[C@@H]1CN(C)S(=O)(=O)c1cccs1
    -2	·	0	·	19[16.7 µM]	·	-17
[35] Cc1cc(Cl)ccc1NC(=O)C1CCCN1C(=O)c1cccs1 (stereo unspecified)
    -10	·	·	-1	·	-4	·
[36] CCn1c(CC(=O)Nc2ccc(Cl)c(Cl)c2)nnc1SCc1ccc(Cl)cc1
    5	17	-3	·	3	·	·
[37] COc1cc2c(cc1OC)CN(c1ccc(F)cc1[N+](=O)[O-])CC2
    11	-3	34	1	-9	-8	-4

# 14 entries from above, as tab-separated lines.
item	SMILES	ARNT-TACC3 inh	Statin myotox sup	esBAF inh	ERp5 inh	miR122 inh	SIRT5 inh	Cneo AK release
1	Cc1ccc(C(=O)NCCOC23CC4CC(CC(C4)C2)C3)cc1	-2	-4	12	1	3	3	-1
2	CCOC(=O)Cn1c(=O)n(Cc2ccccc2)c(=O)c2cccnc21	-11	-1	1	2	-3	-6	-1
3	N#Cc1c(/N=C/c2ccc(Br)s2)sc2c1CCC2	-5	-2	32	·	-2	·	1
4	Cc1cc2[nH]c(=O)c(=O)[nH]c2cc1S(=O)(=O)N1CCN(c2ccccc2F)CC1	-3	0	5	-9	-3	-1	0
5	CN1C(=O)C(O)(CC(=O)/C=C\c2ccc3c(c2)OCO3)c2ccccc21 (stereo unspecified)	·	·	·	?	0	-2	7
6	CCCC#Cc1cnc2c(c1)C(=O)N([C@H](C)CO)C[C@H](C)[C@H](CN(C)C(=O)c1cccnc1)O2	-11	13	8	-3	-8[16.7 µM]	-11	-2
7	O=C1C2CCCN2C(c2cccs2)N1c1ccc(Cl)cc1 (stereo unspecified)	·	-2	-14	·	9	·	1
8	Cc1noc(C)c1COc1ccc(C(=O)NCc2cccs2)cc1	-12	3	-4	6	-1	-4	-1
9	Cc1ccccc1C(=O)O/N=C(\N)c1cccc([N+](=O)[O-])c1	6	·	·	·	1	·	-1
10	CCOC(=O)COc1cccc2c(=O)n(CC(N)=O)ccc12	-3	6	-4	8	-7	-6	-2
11	CCc1nc2ccc(C(=O)NCCN3CCCC3)cn2c1N(C)Cc1ccc(OC)cc1	·	-5	-1	11	-5	-2	1
12	CCOCCn1c(CN2CCCCC2C)nc2c1c(=O)n(C)c(=O)n2C (stereo unspecified)	-3	-4	-4	2	-1	1	2
13	COCC#Cc1ccc2c(c1)O[C@@H](CN(C)C(=O)Nc1ccccc1F)[C@@H](C)CN([C@H](C)CO)S2(=O)=O	19	16	-1	1	28[16.7 µM]	0	0
14	COc1cccc(C#Cc2cnc3c(c2)C(=O)N([C@@H](C)CO)C[C@H](C)[C@H](CN(C)C(=O)C2CC2)O3)c1	-6	49	-6	2	-6[16.7 µM]	-6	-7
